Growth percent in the NCI-60 one-dose screen (48 h, 10 µM unless noted): 100 = growth as untreated, 0 = no growth, -100 = all killed.
HOP-62 = HOP-62 NSCLC; 80,000 compounds, 3.9% hits
EKVX = EKVX NSCLC; 71,000 compounds, 3% hits
SK-MEL-5 = SK-MEL-5 melanoma | 80,000 compounds, 6.4% hits | AID 1794755
SK-MEL-28 = SK-MEL-28 melanoma | 81,000 compounds, 4.1% hits
SK-MEL-2 = SK-MEL-2 melanoma | 77,000 compounds, 4.7% hits | AID 1794763
HOP-92 = HOP-92 NSCLC cells; 71,000 compounds, 6.3% hits
A549/ATCC = A549/ATCC NSCLC | AID 1794740 | 81,000 compounds, 3.7% hits
M14 = M14 melanoma | 80,000 compounds, 6.2% hits
Active calls of the source: *; x = no result given; & = joins results of further samples. How the source made its calls: active means growth percent below 10; inactive means the rest.

SMILES	HOP-62	EKVX	SK-MEL-5	SK-MEL-28	SK-MEL-2	HOP-92	A549/ATCC	M14
COCCCn1nnc2ccccc2c1=O	110	x	105	98	89	105	91	106
O=C(O)c1ccc(Br)o1	96	99	104	106	36	108	98	108
COC(=O)c1c(C(=O)OC)c2n(CC(=O)Nc3cccc4cccnc34)c3ccccc3n2c1C(=O)c1ccc(-c2ccccc2)cc1	101	94	96	101	106	x	104	99
O=C(O)COc1cccc(C(=O)/C=C/c2ccc(Cl)cc2)c1	101	107	102	99	106	102	100	101
CCOC(=O)C1=NN(c2ccccc2)C(=O)C1N=Nc1ccc(NS(=O)(=O)c2nccs2)cc1 (stereo unspecified)	98	x	99	110	108	113	100	104
COc1ccc(C2C=C(C(=O)O)Nc3nc(SC)n(C)c(=O)c32)cc1 (stereo unspecified)	x	99	111	91	106	x	96	109
O=C1COCCN1c1ccc(NS(=O)(=O)c2ccc(-c3cnc(C4CC4)o3)cc2)cc1	94	95	99	108	103	82	96	99
Cc1ccc(C(O)(c2nc3ccccc3s2)c2nc3ccccc3s2)cc1	105	x	103	110	x	117	101	x
COc1ccc(-c2nc(SCCC(C)C)nc(NCCO)c2C#N)cc1	93	88	96	95	91	77	77	101
CC/C(C)=N/Nc1nc(C)cc(=O)[nH]1	98	100	110	111	110	x	115	112
OCCN(Cc1cc(C2CCCCC2)ccc1O)Cc1cc(C2CCCCC2)ccc1O	77	78	85	85	99	x	65	75
COc1ccc(NS(=O)(=O)c2ccc(N)cc2)nn1	103	90	100	119	125	101	93	108
Cn1cc(-c2noc(-c3cn(C)c4ncc(Br)cc34)n2)c2cc(Cl)ccc21	51	63	84	87	82	77	97	82
CC1=NN(C)C(=O)C1	103	100	103	101	105	93	107	x
Cc1cnc(C(=O)NNc2nc3sc4c(c3c(=O)[nH]2)C(C)CCC4)cn1 (stereo unspecified)	8.8*	23	-38*	23	25	44	12	0.3*
O=C1Cc2cc(-c3ccc4ncnc(N5CCc6cc(F)c(Cl)cc65)c4c3)cnc2N1	73	69	97	104	96	74	84	100
CN(C)CCCOC(=O)c1cc2ccccc2s1	85	x	103	110	85	88	102	94
CC(C)CCC[C@@H](C)[C@H]1CC[C@H]2[C@@H]3CC=C4C[C@@H](OS(=O)(=O)O)CC[C@]4(C)[C@H]3CC[C@]12C	115	106	99	106	114	124	100	111
NS(=O)(=O)c1ccc(NS(=O)(=O)c2c(O)c3cc(Cl)ccc3oc2=O)cc1	95	94	99	112	106	89	92	98
COc1cc(OC)cc(-c2n/c(=C\c3c(O)[nH]c4ccc(Cl)cc34)cc3c2=Nc2ccccc2-3)c1	73	92	93	109	100	93	58	86
O=C1c2ccccc2C(=O)c2c(N=Nc3[nH]c(=S)[nH]c3O)cccc21	25	42	14	52	24	20	24	-16*
CC(=O)c1ccc(NC(=O)NCn2c(=O)[nH]c3ccccc3c2=O)cc1	96	93	97	103	106	79	98	110
COc1ccc(-c2c3c(nn2-c2ccc(N)cc2)CCc2cnoc2-3)cc1	84	90	71	105	98	x	83	100
COc1ccc2c(c1OC)C(=O)OC2C1c2c(c(COC(=O)C(Cc3ccccc3)NC(=O)OC(C)(C)C)c3c(c2OC)OCO3)CCN1C (stereo unspecified)	95	91	99	98	110	82	95	92
S=c1[nH]c(Cl)c(Cl)cc1Cl	113	99	102	108	109	91	88	97

The final 5 records of the part above lead into the next:
SMILES	HOP-62	EKVX	SK-MEL-5	SK-MEL-28	SK-MEL-2	HOP-92	A549/ATCC	M14
O=C1c2ccccc2C(=O)c2c(N=Nc3[nH]c(=S)[nH]c3O)cccc21	25	42	14	52	24	20	24	-16*
CC(=O)c1ccc(NC(=O)NCn2c(=O)[nH]c3ccccc3c2=O)cc1	96	93	97	103	106	79	98	110
COc1ccc(-c2c3c(nn2-c2ccc(N)cc2)CCc2cnoc2-3)cc1	84	90	71	105	98	x	83	100
COc1ccc2c(c1OC)C(=O)OC2C1c2c(c(COC(=O)C(Cc3ccccc3)NC(=O)OC(C)(C)C)c3c(c2OC)OCO3)CCN1C (stereo unspecified)	95	91	99	98	110	82	95	92
S=c1[nH]c(Cl)c(Cl)cc1Cl	113	99	102	108	109	91	88	97
C=C1C(=O)O[C@@H]2C[C@@H](C)CCC(=O)[C@](C)(OC(C)=O)C[C@H](OC(=O)/C(C)=C\C)[C@@H]12	105	73	x	x	81	80	88	82
O=C(O)C(CO)(c1ccccc1)c1ccccc1	105	101	96	99	101	84	92	103
O=C(/C=C/c1ccccc1Cl)c1ccccc1	75	87	97	108	101	90	69	94
COc1ccc(N=C2C(=Nc3ccc(OC)cc3)N(c3ccc(N(C)C)cc3)C(=S)N2c2ccc(OC)cc2)cc1	64	90	85	x	91	x	90	65
CC(Oc1ccc(Cl)cc1Cl)C(=O)NC(Cc1ccccc1)C(=O)O (stereo unspecified)	102	122	102	118	108	103	90	102
COc1cc2nnc3c4ncccc4c(C#N)n3c2cc1OC	95	124	109	108	x	x	96	105
CC(C)(C)CC(C)(C)c1ccc(O)c(Cc2ccc(Cl)cc2Cl)c1	-88*	-77*	-95*	-85*	-77*	-91*	-88*	-88*
O=C(CSC1=Nc2c(c(-c3ccccc3)c(-c3ccccc3)n2C2CCCCC2)C2=NCCN12)c1ccccc1	95	87	x	110	94	87	101	104
NC(=O)N/N=C/C=C/c1ccccc1	96	100	108	111	100	116	99	105
N#CC1=C(Nc2ccccc2Cl)SC(c2ccncc2)NC1=O (stereo unspecified)	99&90	99	93&101	113&101	114	104&95	107&102	105&107
CCCCC[C@H](OC)c1ccccc1[C@@H]1O[C@@H](CCCC(=O)OC)[C@H](O)[C@H]1O	109	105	95	110	114	85	102	106
CC(C)(C)[Si](C)(C)OCC1OC(n2cnc3c(N)ncnc32)CC1O (stereo unspecified)	105	99	105	103	110	133	102	102
O=C(CNc1ccc(S(=O)(=O)N2CCCCC2)cc1)N1CCN(c2ccccc2)CC1	86	69	68	107	99	53	90	87
COC(=O)c1ccc(NC2=C/C(=N/S(=O)(=O)c3ccc(C(=O)O)cc3)c3ccccc3C2=O)cc1	88	88	-36*	-33*	4.1*	23	99	67
O=C(NO)c1cn(C2CC2)c2cc(N3CCN(C(=O)c4ccccc4)CC3)c(F)cc2c1=O	89	102	104	103	92	110	79	97
COC(=O)C(Sc1ccc(Cl)cc1)C1SC(=S)N(Cc2ccccc2)C1=O (stereo unspecified)	95	x	101	109	96	104	98	100
O=S(=O)(O)c1cccc2cnccc12	93	106	96	120	119	86	101	109
NS(=O)(=O)c1ccc(N2C(=O)/C(=C/c3cccc(Cl)c3)N=C2c2ccccc2)cc1	88	100	93	102	97	117	78	99
O=C1Nc2ccc(F)cc2C12Nc1cc(Cl)ccc1S2 (stereo unspecified)	111	89	83	118	157	-5.7*	95	91
O=C1CC(c2ccc(C(F)(F)F)cc2)c2cnn(Cc3ccc4c(c3)OCO4)c2N1 (stereo unspecified)	66	82	76	99	75	65	63	92
Nc1ncn(C2OC(CO)C(O)C2O)c(=O)n1 (stereo unspecified)	-23*	45	26	x	-21*	x	21	1.2*
O=C(NC1C(O)c2ccccc2N2C(=O)CCC12O)c1cnco1 (stereo unspecified)	101	99	106	108	104	89	97	104
O=C(Nc1ccc(Cl)cc1F)c1cc(I)ccc1O	22	77	x	18	-19*	-25*	18	28
O=c1c(CNc2ccc(S(=O)(=O)Nc3ncccn3)cc2)coc2ccccc12	93	x	96	119	96	102	94	99
C[C@]12CCC(=O)C=C1CC[C@@H]1C2=CC[C@@]2(C)[C@H]1CC[C@]2(O)C(=O)COC(=O)c1ccc([N+](=O)[O-])cc1Cl	104	73	84	113	97	77	76	95

Looked up above.
In HOP-92, O=C(NO)c1cn(C2CC2)c2cc(N3CCN(C(=O)c4ccccc4)CC3)c(F)cc2c1=O has the entry 110
In M14, CC(C)(C)CC(C)(C)c1ccc(O)c(Cc2ccc(Cl)cc2Cl)c1 has the entry -88*

The list goes on:
SMILES	HOP-62	EKVX	SK-MEL-5	SK-MEL-28	SK-MEL-2	HOP-92	A549/ATCC	M14
Cc1nc2ccccc2c2c1C(=O)OC(c1ccccc1)C2 (stereo unspecified)	87	x	88	115	97	77	107	106
COC1=CC(C)C2CC3OC(O)CC4C(C)=C(OC)C(=O)C(C2(C)C1=O)C34C (stereo unspecified)	103	113	99	115	107	106	96	124
COC1OCCCC1Br (stereo unspecified)	102	120	102	107	109	93	106	x
Cc1nc2ccccc2[nH]c1=O	112	101	101	112	101	81	103	104
Oc1ccccc1/C=C/c1cnccn1	98	85	97	108	103	101	100	106
CN1NC(c2ccccc2)NN(C)C1=O	94	x	98	107	110	x	101	108
COc1ccc(Cn2c(SC)nc(=O)n(Cc3ccc(Cl)cc3)c2=O)cc1	95	x	107	102	102	90	88	99
O=C1CCCCC1Nc1ccc([N+](=O)[O-])cc1 (stereo unspecified)	99	109	108	112	115	x	107	111
O=C(Nc1ccc(-c2nc3ccccc3c(=O)[nH]2)cc1)c1cccnc1	91	101	100	104	84	92	96	96
O=C1NC(=S)S/C1=C/c1ccc(OCc2cn(-c3ccc(S(=O)(=O)Nc4nccs4)cc3)nn2)cc1	106	111	99	101	114	92	103	97
N#Cc1nc2c3ccccc3[nH]c2c2[nH]c3ccccc3c2c1=O	76	66	23	77	64	64	90	x
OCCOc1ccccc1-c1ccccc1	98	103	101	105	101	104	91	102
Cc1ccc2c(c1)[nH]c(=S)n2/C=C(\c1ccccc1)S(=O)Cc1ccccc1 (stereo unspecified)	89	96	96	101	104	101	93	97
C=C1C(=O)O[C@@H]2[C@H]3[C@H](COC(C)=O)[C@@H](OC(C)=O)C[C@H]3C(=C)[C@@H](O)C[C@@H]12	92	110	89	106	88	100	91	88
CC1(C)CC(=O)C2=C(C1)N(CCc1ccc(S(N)(=O)=O)cc1)C1=C(C(=O)CC(C)(C)C1)C2c1ccc(Br)cc1	97	98	85	97	x	69	102	100
CC12CCC(=O)C=C1C=CC1C2CCC2(C)C1CCC21CCC(=O)O1 (stereo unspecified)	101	102	101	114	110	55	103	100
COc1cc2cc(NCc3ccc(Cl)cc3)nc(C)c2cc1OC	56	65	31	30	x	36	40	19
Cc1nc2ccc(Nc3nc(NCCN4CCOCC4)nc(Nc4ccc(F)cc4)n3)cc2n1Cc1ccccc1	48	x	14	-67*	x	30	46	-39*
COc1ccc(C[N+](C)(C)Cc2ccc(OC)cc2)cc1	98	102	106	105	94	117	95	104
CC1=CC(=O)CC(c2ccccc2)C1 (stereo unspecified)	99&108	110&107	100&106	113&120	94&89	94&63	98&107	109&98
N=C(N)c1ccc(CNC[C@@H]2CN(c3ccc(N4CCC(C(=O)O)CC4)cc3)C(=O)O2)cc1	95	97	102	109	110	91	99	100
CC(=O)N1CCC([C@@]23C[C@@H](OC(=O)CO)[C@@](C)(O2)[C@@H]2CCC(C)=C2[C@@H]3OC(=O)/C=C/c2ccccc2)CC1	106	104	100	102	106	102	104	100
NC(=S)Nc1ccccc1Cl	94	x	97	109	115	105	97	101
CCSc1ccc2c(c1)N(CCCN1CCN(C)CC1)c1ccccc1S2	70	59	-99*	-85*	69	20	54	-87*
O=C1OC(C(Cl)(Cl)Cl)OC1C(Cl)(Cl)Cl (stereo unspecified)	121	106	107	107	102	105	96	99

Reprinted at random: two entries already listed, in no set order.
SMILES	HOP-62	EKVX	SK-MEL-5	SK-MEL-28	SK-MEL-2	HOP-92	A549/ATCC	M14
Cc1nc2ccc(Nc3nc(NCCN4CCOCC4)nc(Nc4ccc(F)cc4)n3)cc2n1Cc1ccccc1	48	x	14	-67*	x	30	46	-39*
CCSc1ccc2c(c1)N(CCCN1CCN(C)CC1)c1ccccc1S2	70	59	-99*	-85*	69	20	54	-87*

The list goes on.
SMILES	HOP-62	EKVX	SK-MEL-5	SK-MEL-28	SK-MEL-2	HOP-92	A549/ATCC	M14
COc1ccc(CCN(CCC#N)C(=O)C(Cl)Cl)cc1	100	107	100	114	113	114	102	112
Cn1cc2c(c1-c1ccccc1)CCc1cncnc1-2	101	87	108	110	117	x	118	110
C=CC[C@@]12Cc3ccccc3N[C@@H]1N(C)c1ccccc12	96	109	106	106	98	x	96	105
CCOc1c(OC)cc2c(c1OCC)C(=O)N[C@@H]1[C@@H](O)[C@@H](O)[C@H](O)C[C@@H]21	106	97	100	108	103	84	94	99
COc1cc(/C=C2\CN(C(=O)CCN3CCC(=NO)CC3)C/C(=C\c3cc(OC)c(OC)c(OC)c3)C2=O)cc(OC)c1OC	-47*	-36*	-61*	-77*	-27*	-49*	2.5*	-47*
CCN(CC)c1ccc(Cc2ccc(N(CC)CC)c3cccnc23)c2ncccc12	94	93	96	88	97	68	90	91
C1CCCCCc2c(-c3n[nH]c4c3CCCCCCCCCC4)n[nH]c2CCCC1	111	109	108	124	111	94	121	114
CC(c1cccs1)N(C)Cc1nc(N)c2ccccc2n1 (stereo unspecified)	89	102	88	141	72	77	104	108
COc1cccc(NC(=O)Cn2c(C)c(C#N)c3ccccc32)c1	73	x	82	118	96	68	101	93
Cc1cc2c(-c3nc4ccccn4c3NC3CCCCC3)c(O)c(O)cc2c(O)c1-c1c(C)cc2c(-c3nc4ccccn4c3NC3CCCCC3)c(O)c(O)cc2c1O	26	27	24	39	39	-3.0*	23	16
COc1ccc(/C(C)=N/N=C(\C)c2ccc(OC)cc2)cc1	97	95	100	107	103	87	102	98
COc1cc(Cn2c(SCc3ccc(Cl)cc3)nc3ccccc3c2=S)cc(OC)c1OC	83	x	93	101	90	68	91	100
COc1ccc(CCOc2cc3c(cc2OC)CCN(C(=O)NCc2cocn2)C3c2ccc(C)cc2C)cc1 (stereo unspecified)	9.0*	40	-43*	39	-7.3*	x	7.8*	12
CC(C)(C)[Si](C)(C)OCC1OC(n2cnc3c(N)ncnc32)C(O)C1O (stereo unspecified)	102	107	98	110	102	91	94	104
CC(C)(C)OC(=O)COc1ccc([N+](=O)[O-])cc1Cl	90	x	105	108	103	x	92	106

Screens deposited in PubChem BioAssay by NCI.

This is a random part of the collection; any-hit rate near 11%.
